LDHA block – inhibitors of human lactate dehydrogenase A | activity change, % (values are at about 110 or 230 µM) | purified LDHA, NADH/diaphorase-resazurin fluorescence; active compounds read low | actives 0.15% (n = 480,000) | P00338; in the data active = activity change below about -30%; inconclusive = mostly about -25% to -30%;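 also: plate controls were DMSO wells for no effect and wells without enzyme for full effect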
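LDH5 2 nM; NADH 0.06 mM, pyruvate 0.2 mM; 200 mM Tris pH 7.4, EDTA, Tween-20; 5 min RT. Detection: diaphorase 0.133 mg/mL + resazurin 37 µM, fluorescence ex540/em590 at 0 and 20 min; normalized to enzyme-free and DMSO wells.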
RXFP1 ag – RXFP1 (human) receptor agonism | Q9HBX9 | HEK293T-RXFP1 cAMP TR-FRET, 30 min; response scale: percent of porcine relaxin response, buffer zero | Potency, µM (top dose mostly 57.5 µM), for the others: at the highest dose activation, most hits filed as activators | actives 0.3% (n = 370,000) | AID 2676; also: potency is read from the fitted curve at half-maximal effect; % is scaled to controls: 0 for no effect and ±100 for the full control effect; nearly all actives have a fitted effect of over 60% in size; many of its hits are not listed in these tables
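HEK293 cells stably expressing RXFP1, treated 30 min at 37C with compounds plus PDE4 inhibitor Ro 20174; cAMP measured by HTRF TR-FRET. Normalized to buffer and 29 nM porcine relaxin; EC50 by Hill fit.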
Glioma ERSR ind – induces the endoplasmic reticulum stress response in human glioma cells; actives 0.02% (n = 420,000); U87-MG GRP78 promoter luciferase reporter, 16 h; AID 602332; Potency, µM, inactives show at the top dose activation, hits mostly activators; also: potency is read from the fitted curve at half-maximal effect; series mostly up to about 76 µM; % of control where 0% means no effect; nearly all actives have a fitted effect of over 35% in size
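Stably transfected U87-MG human glioma cells carrying a GRP78-based luminescent sensor were seeded at 1000 cells/well, pin-dosed with compounds and incubated 16 h. Luciferase reagent was then added, and end-point luminescence was read after 10 min at room temperature.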
IDH1 R132H inh – blocks human mutant IDH1 R132H enzyme; O75874; IDH1-R132H enzyme, NADPH consumption, diaphorase/resazurin fluorescence; Potency, µM (highest dose often 76.6 µM), for the others: at the top dose activity change, negative = inhibition, most hits filed as inhibitors; actives 0.093% (n = 390,000); AID 602179; also: potency is read from the fitted curve at half-maximal effect; % is scaled to controls: 0 for no effect and ±100 for the full control effect; nearly all actives have a fitted effect of over 65% in size
Target sequence (O75874 whole entry R132H, stated change not applied): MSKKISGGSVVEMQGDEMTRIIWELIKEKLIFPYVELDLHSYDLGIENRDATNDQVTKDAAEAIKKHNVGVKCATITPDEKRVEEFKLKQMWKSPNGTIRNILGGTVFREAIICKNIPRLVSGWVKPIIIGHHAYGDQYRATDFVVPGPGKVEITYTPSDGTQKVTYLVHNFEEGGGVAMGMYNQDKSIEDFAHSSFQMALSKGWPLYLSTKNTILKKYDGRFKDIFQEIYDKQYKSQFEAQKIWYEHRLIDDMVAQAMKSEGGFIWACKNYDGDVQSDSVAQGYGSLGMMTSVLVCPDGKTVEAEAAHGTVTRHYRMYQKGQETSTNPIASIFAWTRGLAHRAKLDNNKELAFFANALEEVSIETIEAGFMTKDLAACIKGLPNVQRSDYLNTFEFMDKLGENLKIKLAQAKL
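IDH1-R132H (0.5 ug/mL) preincubated 30 min with compound, then NADPH (0.016 mM) and alpha-KG (2 mM) added; 80 min at RT, pH 7.5. Remaining NADPH coupled via diaphorase/resazurin to fluorescence (540/590 nm); concentration-response curves normalized to no-enzyme control.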
Vif-A3F inh – blocks the Vif interaction with APOBEC3F | actives 0.2% (n = 390,000) | HeLa A3F-eYFP + Vif (tagged APOBEC3F with the HIV-1 protein that degrades it), YFP fluorescence increase | Potency, µM (titrated, usually from 46.1 µM), for the others: top-dose activity, negative = active | AID 602313; also: potency is read from the fitted curve at half-maximal effect; % of control where 0% means no effect; nearly all actives have a fitted effect of over 65% in size
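HeLa cells stably expressing Vif plus C-terminally eYFP-tagged A3F were seeded, incubated overnight at 37 deg C, dosed with compound, incubated overnight again at 37 deg C. Yellow fluorescence (Ex 488/Em 500-530) reported blocked Vif-mediated A3F-eYFP degradation.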
TrxR1 substrate – substrates of rat thioredoxin reductase 1; O89049; actives 0.01% (n = 390,000); Potency, µM (highest dose often 114 µM), for inactives: at the highest dose activity change, negative = substrate turnover; purified TrxR1 substrate turnover, NADPH consumption readout; also: potency is read from the fitted curve at half-maximal effect; % is scaled to controls: 0 for no effect and ±100 for the full control effect; nearly all actives have a fitted effect of over 50% in size
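Rat TrxR1, dispensed at 90 nM, was prereduced with 400 uM NADPH (final) for 5 min at ~22 deg C, then incubated with compound 15 min before 400 uM selenite. A first-read NADPH fluorescence drop versus no-compound background flagged substrates.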
USP1 inh – inhibitors of human USP1/UAF1 deubiquitinase; O94782; recombinant USP1/UAF1, Ub-Rhodamine cleavage fluorescence; Potency, µM (titrated, usually from 57.1 µM), without a hit: top-dose activity change, negative = inhibition, hits mostly inhibitors; actives 0.23% (n = 390,000); AID 743255; also: potency is read from the fitted curve at half-maximal effect; % is scaled to controls: 0 for no effect and ±100 for the full control effect; nearly all actives have a fitted effect of over 60% in size; inactives centre near -12
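In this screen, compounds sit with the deubiquitinase complex (1nM) for 15 min at room temperature before Ub-Rho is added at 150nM final. Fluorescence rise is then followed for 6 reads every 60 seconds.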
Vif-A3G inh – blocks the Vif interaction with human APOBEC3G | AID 602310 | actives 0.076% (n = 410,000) | Q9HC16 | HeLa A3G-eYFP + Vif (tagged APOBEC3G with the HIV-1 protein that degrades it), YFP fluorescence, overnight | Potency, µM (highest dose often 46.1 µM), for the others: top-dose activity, negative = active, usual class: inhibitors;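 also: potency is read from the fitted curve at half-maximal effect; % is scaled to controls: 0 for no effect and ±100 for the full control effect; nearly all actives have a fitted effect of over 60% in size; hits raise eYFP signal because A3G escapes Vif-driven loss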
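Read-out is eYFP fluorescence (Ex 488/Em 500-530) from Vif-expressing HeLa A3G-eYFP cells; more signal means A3G escaped Vif-mediated degradation. Cells plated overnight, compound pinned in, incubated overnight at 37 deg C.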
PI4K2A block – PI4K2A (human) kinase inhibition | Q9BTU6 | purified PI4K2A, ADP-Glo luminescence, 1 h; active compounds read low | activity change, negative = inhibition, % at 76.9 µM | actives 0.13% (n = 420,000) | AID 1346378; in the data active = activity change below about -50%; inconclusive = mostly about -30% to -49%;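 also: -100% = wells without enzyme as full effect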
Target sequence (Q9BTU6 whole entry, looked up): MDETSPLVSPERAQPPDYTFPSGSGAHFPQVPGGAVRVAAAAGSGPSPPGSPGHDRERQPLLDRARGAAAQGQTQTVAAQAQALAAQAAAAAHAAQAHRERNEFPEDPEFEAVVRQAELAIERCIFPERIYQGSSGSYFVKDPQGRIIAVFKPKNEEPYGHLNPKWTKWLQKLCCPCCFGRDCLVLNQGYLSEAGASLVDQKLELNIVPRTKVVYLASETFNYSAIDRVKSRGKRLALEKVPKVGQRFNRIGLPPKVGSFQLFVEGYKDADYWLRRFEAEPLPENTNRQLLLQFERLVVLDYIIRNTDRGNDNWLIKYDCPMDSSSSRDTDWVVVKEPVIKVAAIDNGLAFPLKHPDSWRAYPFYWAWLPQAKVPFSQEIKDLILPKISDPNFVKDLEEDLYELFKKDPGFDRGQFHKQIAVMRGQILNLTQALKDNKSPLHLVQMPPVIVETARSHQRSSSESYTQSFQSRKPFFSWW
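PI4K2A activity was measured by ADP-Glo luminescence: enzyme (4 ug/mL stock) and phosphatidylinositol (1.2 mM stock) in Tris pH 7.5/MgCl2/EGTA/Triton X-100 buffer were reacted with ATP (300 microM stock) for one hour at ambient temperature.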
* hit, by the source's call; ? = inconclusive; nt = not tested or not shown; [ ] = another dose, or the depositor's remark. Unless noted, calls follow the shape of the dose curve; as a rule, active = well fitted curve in the direction sought with a large enough effect; inconclusive = small, poorly fitted or top-dose-only effect, or another doubt; inactive = no such curve, though single readings can be large; an effect the other way counts as inactive or inconclusive. The list is partial; rates above refer to the full screens.

Results follow in this order: LDHA block, RXFP1 ag, Glioma ERSR ind, IDH1 R132H inh, Vif-A3F inh, TrxR1 substrate, USP1 inh, Vif-A3G inh, PI4K2A block
[1] Cc1cc(O)ccc1-c1ccc2nncn2c1
    -5, nt, 3%, nt, nt, nt, nt, 0%, -10
[2] O=C(Nc1cccn(Cc2c(Cl)cccc2Cl)c1=O)C1CC1
    4, -1.7%, -1%, 13%, 9%, -21%[11.4 µM], -15%, -11%, -4
[3] COCCN1Cc2cccc(C(=O)NCCc3ccccc3)c2C1=O
    -9, 3.7%, -4%, -6%, -1%, 2%, -25%, 1%, 6
[4] CCOC(=O)C1CCN(Cc2cn[nH]c2-c2ccc(C)cc2)CC1
    0, -0.9%, -3%, 15%, 2%, -2%, -5%, 1%, 4
[5] O=C(NCCS(=O)(=O)N1CCN(c2ccccc2)CC1)c1ccccc1F
    -3, 1.0%, 0%, 2%, -4%, -4%[57.1 µM], -7%, -2%, -1
[6] CCc1ccc(Nc2n[n+](-c3ccccc3)c(-c3ccc(N(CC)CC)cc3)s2)cc1
    -13, 13%, -2%, -16%, ?, -11%, ?, ?, -3
[7] O=C(Cc1ccc([N+](=O)[O-])cc1)c1ccc(O)cc1O
    -3, -2.3%, 1%, 4%, -3%, -14%, -12%, -17%, 4
[8] C=CCOC(=O)c1cn(CC)c2nc(C)ccc2c1=O
    -1, 2.4%, -2%, 6%, 4%, -8%[57.1 µM], -1%, 0%, -1
[9] Cc1ccccc1C(=O)NNC(=O)c1cc(N)cc([N+](=O)[O-])c1
    -5, 0.1%, 3%, -2%, -2%, -10%, -15%, 0%, 3
[10] CC(C#N)Sc1ccc(S(=O)(=O)N2CCCCC2)cn1 (stereo not drawn)
    -5, 2.4%, -2%, 0%, -4%, -2%, 2%, 0%, 1
[11] CN(C)C(=O)CSc1ccc(S(=O)(=O)N2CCCC2)cn1
    -9, 1.0%, -3%, -5%, 1%, 1%, -6%, 1%, 3
[12] N#CC1=C2C=CC=CN2CC1=O
    2, 3.6%, -3%, -1%, 1%, 8%, -9%, 5%, 2
[13] Brc1ccc(-c2noc(COc3ccc4ccccc4c3)n2)o1
    -1, 0.1%, 1%, -2%, -10%, 4%, ?, -2%, -5
[14] CC(=O)Nc1sc(N/N=C\c2ccccc2F)nc1-c1cccs1
    -4, -0.4%, 0%, 7%, -4%, 5%, 2%, 0%, 1
[15] CCOC(=O)C1=C(C)NC(=S)N(C(C)=O)C1c1ccccc1 (stereo not drawn)
    -1, -0.8%, 2%, 1%, 3%, -2%[57.1 µM], -15%, -4%, 9
[16] Cc1ccccc1C(=O)Nc1cccc(NC(=O)c2ccccc2[N+](=O)[O-])c1
    -6, 1.9%, 2%, -7%, -1%, -2%, -22%, -4%, -2
[17] O=C(NCC1CCCO1)c1nn2c(C(F)(F)F)cc(-c3cccs3)nc2c1Cl (stereo not drawn)
    -8, -0.5%, 0%, 16%, ?, 18%[57.1 µM], -31%, -1%, -4
[18] C=C1CCN([C@H](C(=O)OCc2cccc(C)c2)C(C)C)S(=O)(=O)c2ccccc21
    1, -0.4%, -4%, 5%, -2%, -4%, -14%, 1%, 5
[19] COCCN1Cc2cccc(C(=O)Nc3ccc(-c4nc5ccccc5[nH]4)cc3)c2C1=O
    -9, -0.2%, -1%, -1%, -17%, 0%, -3%, 2%, -3
[20] C[C@H](NC(=O)[C@@H]1CSC2c3ccccc3C(=O)N21)C(=O)NC1CCCC1 (stereo partly drawn)
    -1, 0.2%, -3%, -6%, -7%, 3%, -13%, 5µM*, 2

A second format for part of the listing above:
#11 CN(C)C(=O)CSc1ccc(S(=O)(=O)N2CCCC2)cn1
#12 N#CC1=C2C=CC=CN2CC1=O
#13 Brc1ccc(-c2noc(COc3ccc4ccccc4c3)n2)o1
#14 CC(=O)Nc1sc(N/N=C\c2ccccc2F)nc1-c1cccs1
#15 CCOC(=O)C1=C(C)NC(=S)N(C(C)=O)C1c1ccccc1 (stereo not drawn)
#16 Cc1ccccc1C(=O)Nc1cccc(NC(=O)c2ccccc2[N+](=O)[O-])c1
#17 O=C(NCC1CCCO1)c1nn2c(C(F)(F)F)cc(-c3cccs3)nc2c1Cl (stereo not drawn)

entry no. | 11 | 12 | 13 | 14 | 15 | 16 | 17
LDHA block | -9 | 2 | -1 | -4 | -1 | -6 | -8
RXFP1 ag | 1.0% | 3.6% | 0.1% | -0.4% | -0.8% | 1.9% | -0.5%
Glioma ERSR ind | -3% | -3% | 1% | 0% | 2% | 2% | 0%
IDH1 R132H inh | -5% | -1% | -2% | 7% | 1% | -7% | 16%
Vif-A3F inh | 1% | 1% | -10% | -4% | 3% | -1% | ?
TrxR1 substrate | 1% | 8% | 4% | 5% | -2%[57.1 µM] | -2% | 18%[57.1 µM]
USP1 inh | -6% | -9% | ? | 2% | -15% | -22% | -31%
Vif-A3G inh | 1% | 5% | -2% | 0% | -4% | -4% | -1%
PI4K2A block | 3 | 2 | -5 | 1 | 9 | -2 | -4

Additional records follow:
Results follow in this order: LDHA block, RXFP1 ag, Glioma ERSR ind, IDH1 R132H inh, Vif-A3F inh, TrxR1 substrate, USP1 inh, Vif-A3G inh, PI4K2A block
[21] CN(C)/C=C(/C(=O)c1ccc(Cl)cc1)S(=O)(=O)c1ccccc1
    -21, -0.7%, 5%, 0%, 0%, -6%, -3%, 1%, 0
[22] CCN1CCN(CCC(=O)Nc2ccc(Br)cc2)CC1
    1, 0.0%, -2%, -3%, 14%, -2%, 0%, -9%, -6
[23] COc1ccc2[nH]c3c(=O)n(Cc4ccco4)cnc3c2c1
    -5, 0.4%, -1%, 8%, 3%, 18%, -8%, -1%, 3
[24] COc1ccc(/C(O)=C2/C(=O)C(=O)N(CCN3CCOCC3)C2c2ccccn2)cc1 (stereo not drawn)
    15, 2.0%, 8%, -2%, -10%, -3%, -1%, -1%, -19
[25] C=CCN(c1ccccc1)S(=O)(=O)c1cccc(C(=O)NNC(=O)c2ccccc2O)c1
    -1, 0.7%, -2%, 12%, 6%, -12%, -5%, -1%, 5
[26] O=C(OCc1nnc(-c2ccccc2)o1)c1ccc2c(c1)OCCO2
    -1, -2.0%, 4%, 0%, 1%, 7%[57.1 µM], -9%, -5%, -5
[27] COc1ccccc1NC(=O)c1ccc(-c2nn(C)c(=O)c3ccccc23)cc1
    -2, 0.1%, -2%, 3%, -4%, -7%[57.1 µM], -2%, 5%, 0
[28] COc1cccc(CNc2ncnc3c2nnn3C)c1
    -4, 0.5%, -1%, -4%, 1%, -2%[57.1 µM], ?, 1%, 0
[29] CCOCC(=O)Nc1cc([N+](=O)[O-])ccc1C
    -4, -0.5%, -4%, 10%, 0%, 12%[57.1 µM], -27%, -5%, -1
[30] O=C(COC(=O)c1ccc(NS(=O)(=O)c2cccs2)cc1O)Nc1ccc(F)cc1
    -13, 2.3%, 0%, -2%, 7%, -1%, -15%, -1%, -14
[31] Cc1cccc(-c2nc(CS(=O)CC(=O)NC3CCCC3)c(C)o2)c1 (stereo not drawn)
    -3, 0.3%, -3%, 2%, 0%, 8%[57.1 µM], 7%, 1%, 0
[32] C/C(=N\OCc1ccc(C#N)cc1)c1ccccc1
    2, -0.8%, 2%, 17%, 2%, 7%, -9%, 4%, -29
[33] FC(F)(F)c1cccc(Oc2ccc3c(C(F)(F)F)cc(C(F)(F)F)nc3n2)c1
    -2, 0.1%, -5%, 2%, 10%, -1%, -22%, 1%, -4
[34] CCN(CC)C(=O)C1CCCN(C(=S)Nc2cccc3ccccc23)C1 (stereo not drawn)
    7, 0.3%, -4%, -2%, 0%, 3%, -23%, 1%, -3
[35] O=C(N=Nc1c(O)[nH]c2ccc([N+](=O)[O-])cc12)c1ccccc1[N+](=O)[O-]
    0, -0.7%, 0%, -3%, -12%, -9%, -20%, 2%, -2
[36] COc1ccc(N2C(=O)CCC(C(=O)N3CCCCC3)C2c2ccc(OC)c(OC)c2)cc1 (stereo not drawn)
    -6, 0.1%, -6%, -7%, -2%, 1%, -2%, -1%, 3
[37] Cc1ccn2c(C(=O)CSc3ccccc3Cl)c(C)nc2c1
    -1, 2.5%, -5%, 6%, 7%, -3%, -27%, -10%, -11
[38] COc1cccc(N2CCN(C3CC(=O)N(c4ccc(Cl)cc4)C3=O)CC2)c1 (stereo not drawn)
    2, 2.4%, -2%, 1%, -11%, -3%, -8%, -6%, 6
[39] COC(=O)[C@H](CC(C)C)NC(=O)Nc1cccc(Br)c1
    -1, 1.8%, 2%, -3%, -7%, 1%, -1%, 0%, -4
[40] COC(=O)CC1C(=O)NCCN1C(=O)CSc1nc2ccc([N+](=O)[O-])cc2s1 (stereo not drawn)
    2, 12%, -8%, -9%, -2%, -8%[57.1 µM], 1%, 3%, 3
